SARS 3CLpro inh: SARS-CoV 3CLpro protease inhibition; P0C6X7; recombinant SARS-CoV 3CLpro, quenched FRET peptide cleavage; inhibition, % at 6 µM; hit rate 0.14% among 290,000; in the data active = inhibition above about 12%
PfHsp40 rescue: compounds rescuing yeast from Plasmodium falciparum HSP40 toxicity; S. cerevisiae expressing PfHsp40, growth rescue, ATP luminescence; growth rescue, % at 12.5 µM; hit rate 0.68% among 340,000; AID 504582; in the data active = growth rescue above about 28%, passing the limit was not always enough; inconclusive = no clear call, values can overlap the other calls;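 note: yeast W303a lacking pdr1 and pdr3 grown in galactose medium; growth measured after three days at 30 °C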
TcdB GH inh: TcdB glycohydrolase inhibition. inhibition, % at 9.99 µM. hit rate 0.24% among 350,000. TcdB glycohydrolase enzymatic assay, plate reader; in the data active = inhibition above about 10%
Vc quorum ag: induces V. cholerae light production without autoinducers. V. cholerae BH1578 lux reporter, luminescence, 6 h. activation, % at 18.7 µM. hit rate 0.16% among 350,000. AID 588436; in the data active = activation mostly above about 9.7%, no sharp cut-off; inconclusive = no clear call, values can overlap the other calls; inactive = mostly below about 3.7%; note: not every result past the cut was called active; inactives centre near 0; reference of the scale not given here
BoNT A protease: inhibitors of Botulinum neurotoxin A light chain protease. multiplex microsphere protease substrate cleavage, flow cytometry. inhibition, % at 10 µM. hit rate 0.17% among 360,000; note: plate controls were buffer without enzyme for full effect and enzyme alone for no effect
Anthrax LF prot: anthrax lethal factor protease inhibition. P15917. multiplex microsphere protease cleavage assay, LF. inhibition, % at 10 µM. hit rate 0.12% among 360,000. AID 588501; note: plate controls were buffer without enzyme for full effect and enzyme alone for no effect
Target sequence (P15917 whole entry, looked up): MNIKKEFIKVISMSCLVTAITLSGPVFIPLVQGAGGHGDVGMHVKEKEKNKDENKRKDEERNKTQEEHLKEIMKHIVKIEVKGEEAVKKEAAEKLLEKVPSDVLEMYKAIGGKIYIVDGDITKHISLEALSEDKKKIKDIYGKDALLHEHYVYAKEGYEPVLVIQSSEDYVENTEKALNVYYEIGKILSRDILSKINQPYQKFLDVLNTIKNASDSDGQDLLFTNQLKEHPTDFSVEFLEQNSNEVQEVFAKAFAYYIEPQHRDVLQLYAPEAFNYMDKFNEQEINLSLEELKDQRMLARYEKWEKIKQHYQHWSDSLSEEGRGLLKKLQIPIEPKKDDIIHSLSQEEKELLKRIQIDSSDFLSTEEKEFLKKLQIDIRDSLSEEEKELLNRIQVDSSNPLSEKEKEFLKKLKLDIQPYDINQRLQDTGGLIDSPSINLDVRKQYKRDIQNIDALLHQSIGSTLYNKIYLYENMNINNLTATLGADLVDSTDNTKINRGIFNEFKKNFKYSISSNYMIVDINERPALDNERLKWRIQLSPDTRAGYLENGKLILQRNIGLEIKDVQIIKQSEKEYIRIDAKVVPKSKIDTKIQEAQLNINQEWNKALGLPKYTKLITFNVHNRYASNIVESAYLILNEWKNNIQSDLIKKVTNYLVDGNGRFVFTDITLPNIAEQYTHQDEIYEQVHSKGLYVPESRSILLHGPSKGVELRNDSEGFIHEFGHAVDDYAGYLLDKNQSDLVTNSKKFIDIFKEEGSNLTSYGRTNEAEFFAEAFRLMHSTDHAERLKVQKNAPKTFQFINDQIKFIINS
Y pestis TopoI: inhibitors of Yersinia pestis topoisomerase I. Y. pestis Topo-I cleavage product accumulation, plate reader. activity, % at 10 µM. hit rate 0.064% among 360,000. AID 504884; in the data active = activity above about 50%, passing the limit was not always enough; inconclusive = no clear call, values can overlap the other calls; note: inactives centre near 2
PrPC surface inh: cell surface PrPC inhibition, primary TR-FRET screen; TR-FRET read-out; inhibition, % at 13.8 µM; hit rate 0.43% among 370,000; in the data active = inhibition above about 24%; note: 0% = median of the test wells and 100% = reference compound wells
PriA SSB inh: blocks PriA binding to SSB C-terminal tail | AlphaScreen SSBct-PriA binding, biotinylated peptide | inhibition, % at 33 µM | hit rate 0.6% among 430,000 | AID 1272365; in the data active = inhibition mostly above about 37%, no sharp cut-off; inactive = mostly below about 20%;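 note: plate controls were negative control peptide for no effect and reference peptide for full effect; strong numbers were not always called active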
* hit, by the source's call; i = inactive; ? = inconclusive; nt = not tested or not shown; & = joins results of further samples. Cut-off read from the data, not from the text of the source, unless noted: active = inhibition above about 30%; inconclusive = no clear call, values can overlap the other calls; inactive = below that. The list is partial (hit frequency here may not be typical).

SMILES | SARS 3CLpro inh | PfHsp40 rescue | TcdB GH inh | Vc quorum ag | BoNT A protease | Anthrax LF prot | Y pestis TopoI | PrPC surface inh | PriA SSB inh
O=C1c2ccccc2NC(c2ccncc2)N1c1ccccn1 (stereo not drawn) | 2.5 | 0.9 | nt | i | 1.9 | -10.5 | -10.0 | -6.3 | 9.6
Cc1ccccc1OCCC(=O)OCC(=O)NC1CC1 | nt | 0.1 | 1.2 | -1.8 | -0.2 | -5.8 | -7.7 | -3.7 | -12.5
COc1ccc(C(C(=O)NC2CCCC2)N(C(=O)c2ccco2)c2ccccc2C(C)=O)cc1OC (stereo not drawn) | -3.5 | 1.7 | -0.2 | i | 1.8 | 0.1 | -7.6 | 2.2 | 0.3
COc1ccccc1-c1sc2ccccc2c1-c1ccccc1OC | nt | 0.8 | -0.5 | -0.6 | 0.3 | 3.2 | 4.6 | -1.5 | 14.7
COc1ccc(CN(C)C(=O)C2CC(=O)N(c3ccc4c(c3)OCCO4)C2)c(OC)c1 (stereo not drawn) | nt | 0.4 | -0.8 | i | -0.6 | -17.2 | 27.5 | 2.6 | 8.5
Cc1ccc(SC[C@H](CC(C)C)N2CCN(C)CCC2=O)cc1 | nt | -1.3 | -3.7 | i | 0.2 | 1.1 | 0.0 | 2.0 | 2.9
COc1cccc(C(=O)N2CCN(c3ccccn3)CC2)c1 | 0.1 | 0.2 | 1.9 | 0.5 | 1.3 | 3.5 | -6.9 | 6.0 | 3.2
Cc1ccccc1C(=O)NC1CCN(Cc2nnnn2Cc2ccccc2)CC1 | 6.4 | 0.2 | nt | -0.3 | -3.0 | -14.7 | 4.5 | -6.5 | -7.4
COc1ccc(N(C(=O)COc2ccccc2)C2C=CS(=O)(=O)C2)cc1 (stereo not drawn) | -3.5 | 1.2 | 0.1 | i | 0.5 | 1.0 | -1.6 | -4.2 | -7.1
COc1cc(OC)c(OC)cc1CN1CCCC(C(=O)N2CCCC2)C1 (stereo not drawn) | -2.7 | 0.7 | 0.7 | i | -2.7 | 15.8 | 1.3 | -2.8 | 12.3
O=C1CC(c2ccccc2)CC(O)=C1C=NCc1ccco1 (stereo not drawn) | 4.2 | 3.4 | nt | i | 0.4 | -4.3 | 0.1 | -3.0 | -1.6
O=c1cc(-c2ccccc2Cl)c2c([nH]1)CCC2 | 2.9 | -0.4 | -1.7 | i | -0.7 | -8.9 | -1.0 | 7.8 | -5.0
COc1ccc(C)cc1S(=O)(=O)NC1CCCCC1 | -2.6 | 0.0 | nt | 2.9 | 5.2 | -9.3 | 2.0 | -2.8 | -18.5
CCCSc1ccc([C@H]2N[C@@](CC(C)C)(C(=O)OC)[C@H]3C(=O)N(CC)C(=O)[C@@H]23)cc1 | nt | 3.4 | -1.3 | 0.0 | 0.0 | 5.9 | 8.6 | 0.0 | -6.1
Cc1c(C(=O)O)sc(S(=O)(=O)N2CCN(C(=O)Cc3ccccc3)CC2)c1C(=O)O | nt | -0.6 | -0.8 | i | 1.9 | -2.1 | -0.9 | -2.9 | -17.4
CCc1cccc2[nH]c3cc([N+](=O)[O-])ccc3c12 | 1.8 | 1.7 | -0.9 | 0.1 | -4.4 | 2.8 | -17.6 | 3.9 | -8.6
COc1ccc(C2=NOC(Cn3nc(-c4ccccc4)cc3C(=O)NCc3cccc(C(F)(F)F)c3)C2)cc1 (stereo not drawn) | nt | 0.2 | nt | 2.4 | -0.6 | -5.4 | -4.9 | nt | -3.2
Cc1onc(-c2ccccc2Cl)c1C(=O)N(C)C1CCCCC1 | -0.8 | 0.3 | 0.9 | -0.3 | -0.6 | 1.9 | 6.0 | 15.8 | -9.5
Cc1ccc(S(=O)(=O)N(C)C[C@H]2Oc3cc(C#CC4CCCC4)ccc3S(=O)(=O)N([C@H](C)CO)C[C@H]2C)cc1 | nt | nt | -2.2&-0.1&0.0 | -0.1 | 0.2 | -3.1 | 28.1 | -4.1 | nt
Cc1cc(C(=O)Nc2ccc(C(=O)O)cc2)c(-c2ccccc2)o1 | 2.1 | -0.1 | nt | -0.1 | -0.1 | -0.2 | 0.6 | -2.0 | -3.7
CCC(NC(=O)c1cc(COc2c(F)cccc2F)on1)c1ccncc1 (stereo not drawn) | 0.0 | -0.3 | nt | -0.1 | -1.0 | -3.0 | -2.1 | nt | -8.4
CC1(C)C([N+](=O)[O-])C(c2ccc(O)cc2)NC(c2ccc(O)cc2)C1[N+](=O)[O-] (stereo not drawn) | -0.3 | 0.0 | 2.8 | -0.4 | 3.5 | 4.1 | -8.0 | -0.9 | 3.2
COc1ccc(/C=C/C(=O)N2CCOCC2)cc1OC | 1.2 | -0.5 | 0.0 | 0.3 | -1.4 | 8.9 | 4.1 | 3.3 | -2.6
Oc1ccc2ccccc2c1/C=N/n1cnnc1 | -0.9 | 0.7 | nt | i | 2.4 | -1.5 | -11.6 | -2.8 | nt
Oc1ccc(/C=N/Nc2ncnc3c2ncn3Cc2ccccc2)cc1O | 3.1 | 2.1 | -0.5 | -0.3 | -1.4 | -2.2 | 1.9 | 3.3 | nt
O=C(O)c1cccc(NS(=O)(=O)c2ccc(NC(=O)c3ccco3)cc2)c1 | 4.4 | 0.2 | -1.9 | i | -0.7 | -6.0 | 3.4 | -8.8 | 0.7
O=C1c2ccccc2C(O)(Cc2ccccc2)N1Cc1ccco1 (stereo not drawn) | 0.8 | 0.3 | -0.3 | -8.3 | -1.9 | 1.3 | 1.1 | 1.5 | 4.9
O=C(CN1CCN(S(=O)(=O)c2ccc(Br)cc2)CC1)N/N=C/c1ccccc1C(=O)O | -3.3 | 3.0 | -0.8 | i | -0.4 | -1.1 | 4.7 | -0.6 | nt
CCc1ccc(C(=O)NCc2ccc(Cl)cc2)cc1 | 1.4 | -0.6 | nt | 0.3 | 1.5 | -1.4 | -5.8 | 4.2 | -13.0
CCc1nnc(NC(=O)CSc2nnc3c(n2)[nH]c2ccccc23)s1 | 2.4 | -0.9 | -1.3 | 0.2 | -1.7 | 0.4 | -2.4 | 1.9 | 3.0
CS(=O)(=O)c1nsc2nc(=O)c(/C=C3\C=Nc4ccccc43)c(N)n12 | 1.4 | -0.3 | -2.1 | -0.3 | 0.0 | -1.9 | -0.8 | -0.1 | nt
Cc1ccc(/C=C/C(=O)OCn2nnc3ccccc3c2=O)o1 | 0.6 | -0.3 | 0.5 | -0.3 | -0.5 | -3.7 | 12.3 | -7.1 | -1.8
CCCN1Cc2cccc(C(=O)N3CCN(c4ccc(OC)cc4)CC3)c2C1=O | 3.3 | 0.0 | 1.8 | i | 0.3 | -0.6 | 3.8 | -1.4 | -1.1
O=C1c2ccccc2C(=O)N1Cc1nc2ccccc2c(=O)n1-c1cccnc1 | -1.6 | -0.4 | nt | i | 0.0 | -1.9 | 6.3 | 0.8 | -12.6
CCS(=O)(=O)N1CCN=C1SCc1ccccc1 | -5.8 | -1.4 | 1.6 | i | 1.7 | 1.7 | 1.0 | -4.2 | -6.3
Cc1cc(C(=O)N/N=C/c2c[nH]c3ccccc23)cs1 | 5.8 | -1.8 | 0.0 | -0.3 | -0.8 | -0.7 | -14.1 | 2.6 | nt
COC(=O)c1cc(C(=O)Nc2nnc(C3CC3)s2)cc([N+](=O)[O-])c1 | 4.6 | 0.1 | nt | -0.1 | 0.6 | 1.2 | -3.5 | -12.2 | -12.8
O=C(Cc1ccc(Cl)cc1)Nc1ccc(CN2CCCCC2)cc1 | 2.4 | -0.6 | 2.2 | -0.7 | ? | -15.7 | -1.6 | 6.2 | -9.1
COc1ccc(/C=C/C(=O)OCC(=O)NC2CCCCCC2)cc1OC | nt | -1.1 | -8.1 | i | -0.1 | -3.2 | 26.1 | 9.7 | -5.7
O=C(COC(=O)/C=C/c1ccc(S(=O)(=O)N2CCOCC2)cc1)NC1CCCCCCC1 | 4.0 | -0.4 | 0.2 | i | -0.8 | -2.4 | -4.4 | 3.4 | -23.5

Part of the list above in order of length of the SMILES, lowest first.
SMILES | SARS 3CLpro inh | PfHsp40 rescue | TcdB GH inh | Vc quorum ag | BoNT A protease | Anthrax LF prot | Y pestis TopoI | PrPC surface inh | PriA SSB inh
CCS(=O)(=O)N1CCN=C1SCc1ccccc1 | -5.8 | -1.4 | 1.6 | i | 1.7 | 1.7 | 1.0 | -4.2 | -6.3
O=C1c2ccccc2C(=O)N1Cc1nc2ccccc2c(=O)n1-c1cccnc1 | -1.6 | -0.4 | nt | i | 0.0 | -1.9 | 6.3 | 0.8 | -12.6
O=C(COC(=O)/C=C/c1ccc(S(=O)(=O)N2CCOCC2)cc1)NC1CCCCCCC1 | 4.0 | -0.4 | 0.2 | i | -0.8 | -2.4 | -4.4 | 3.4 | -23.5

Further compounds follow.
SMILES | SARS 3CLpro inh | PfHsp40 rescue | TcdB GH inh | Vc quorum ag | BoNT A protease | Anthrax LF prot | Y pestis TopoI | PrPC surface inh | PriA SSB inh
O=[N+]([O-])c1ccc(N2CCCCCC2)c(S(=O)(=O)N2CCCCC2)c1 | -2.0 | 5.0 | nt | i | 3.7 | 3.5 | 0.8 | 8.4 | -13.9
O=C(N/N=C/c1cccc(OC(=O)c2ccc([N+](=O)[O-])cc2)c1)c1cccnc1 | -4.6 | 0.2 | -0.9 | -0.1 | 1.3 | 0.3 | -5.8 | 3.9 | nt
CCOc1ccc(C(=O)Nc2ccncc2)cc1 | 7.4 | 0.3 | 0.9 | -3.3 | 0.4 | 0.9 | 2.6 | 3.5 | -8.2
Cc1nn(CC(=O)NCc2cccnc2)c(=O)c2ccccc12 | -3.5 | -1.9 | nt | -0.9 | -0.2 | -4.2 | -1.0 | -7.8 | -26.0
CCCS(=O)(=O)N1CCCC(C(=O)NCc2cccnc2)C1 (stereo not drawn) | -2.6 | -1.4 | 0.8 | nt | 0.1 | -0.3 | 8.3 | 1.8 | 0.7
Cn1c(=O)n(CC(=O)NC2CCCCC2)c(=O)c2ccccc21 | 2.7 | 1.8 | nt | i | -0.8 | -0.6 | 3.5 | 11.0 | -9.0
O=S(=O)(c1ccc(N2CC=C(c3ccccc3)CC2)nc1)N1CCCC1 | 1.6 | 2.3 | nt | 2.1 | ? | -1.3 | -2.4 | -29.9 | 0.1
COc1ccccc1N1CCN(C(=O)C2CCN(S(=O)(=O)c3ccccc3)CC2)CC1 | -4.0 | -1.5 | -0.5 | -0.4 | 0.1 | -0.9 | 28.5 | -3.3 | 2.4
CCN(CC(=O)Nc1ccccc1C(=O)OC)S(=O)(=O)c1ccc(OC)cc1 | 0.9 | ? | nt | -0.5 | 0.1 | -8.7 | 7.7 | 0.1 | -8.7
Clc1ccc(-c2cn3cccnc3n2)cc1Cl | 0.5 | 0.1 | nt | i | 4.3 | -0.4 | -9.3 | -6.2 | 4.6
CCCCNC(=O)Cc1ccc(Br)cc1 | -0.8 | 12.3 | 0.9 | 0.4 | 0.7 | 5.0 | 0.9 | 1.0 | -21.8
NC(=O)CC(NC(=O)c1ccccc1)c1ccc(N2CCC(Br)CC2)c([N+](=O)[O-])c1 (stereo not drawn) | nt | -0.3 | 0.6 | 1.0 | 0.3 | -2.7 | 6.7 | -1.8 | 2.5
O=C(NC1CCSC1=O)c1ccc(Cl)cc1 (stereo not drawn) | -2.2 | -0.4 | 1.9 | -0.4 | -0.1 | -4.4 | -3.4 | nt | -23.9
CN1c2ccccc2C(=O)/C(=C\Nc2ccc(F)cc2)S1(=O)=O | 3.2 | -0.7 | 0.2 | -0.9 | -3.5 | 12.0 | -0.7 | 7.3 | nt
O=C(c1ccoc1)N1CCCC(Nc2ccc(F)c(F)c2)C1 (stereo not drawn) | -0.7 | 1.6 | -0.5 | 1.9 | 0.7 | -2.5 | -5.5 | 4.8 | 4.8
COc1cccc(-c2ncc3ccccc3c2COC(=O)c2cccs2)c1 | nt | 6.5 | 0.1 | 1.2 | 0.1 | 0.8 | 13.7 | -0.7 | -17.0
COc1ccc(-c2ccnc(SCC(=O)c3ccc(Br)cc3)n2)cc1 | -2.5 | -0.3 | nt | -0.5 | 0.1 | -0.6 | 20.1 | -4.1 | -4.8
N=C1c2ccccc2CN1NC(=O)c1ccco1 | nt | 0.1 | 0.3 | -3.8 | 0.2 | -0.8 | 2.1 | -5.7 | -8.7

Screening results (PubChem)
